APOBEC3A inh: human APOBEC3A DNA deaminase inhibition. P31941. recombinant A3A, FAM/TAMRA ssDNA deamination fluorescence. inhibition, % at 20 µM. hit rate 0.41% among 330,000. AID 493011;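 active means at least 40% inhibition at 20 µM here, with at most 30% in a related deaminase screen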;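 further: plate controls were A3A with DMSO for no effect and wells lacking A3A enzyme for full effect; some results filed as inactive read as strong as hits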
PfG6PD inh: PfG6PD (Plasmodium falciparum) enzyme inhibition; AID 504690; inhibition, % at 20 µM; hit rate 0.78% among 350,000; PfGluPho enzyme, NADPH resazurin-diaphorase fluorescence;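 active means inhibition reaching at least a set limit at 20 µM in the primary screen, cut at about 59% in these data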;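 further: 0% = DMSO wells with substrate and 100% = DMSO wells lacking glucose-6-phosphate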
hIAP inh: human IAP inhibition; AID 2544; hit rate 0.12% among 330,000; P09923; purified IAP, CDP-Star luminescence, 30 min; inhibition, % at 10 µM;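 active means inhibition reaching a set limit with compound at 10 µM in the primary screen, cut at about 35% in these data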;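 further: plate controls were DMSO wells with enzyme for no effect and no-enzyme buffer wells for full effect; values of inactives mirror those of a sister screen read the other way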
mIAP activ: mouse IAP activation | muIAP, CDP-Star luminescence, 30 min; hits give high values; 1 = vehicle-only enzyme signal, 0 = enzyme-free wells | activation factor at 10 µM | hit rate 0.24% among 330,000;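 active means activation factor of at least 2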; further: the source names both 10 and 20 µM as test concentration; values of inactives mirror those of a sister screen read the other way
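Assay system: mouse IAP enzyme / Compound: DMSO-dissolved test compounds / Timing: 30 min, room temperature / Measured by: luminescence from enzymatic CDP-Star hydrolysis / Control set: DMSO-only wells, enzyme-free buffer wells as negative control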
mIAP block: blocks mouse intestinal alkaline phosphatase; purified mouse IAP, CDP-Star luminescence, 30 min; inhibition, % at 10 µM; hit rate 0.2% among 330,000; AID 2806;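 active means inhibition of at least 40% at 10 µM in the primary screen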;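 further: plate controls were DMSO with enzyme for no effect and no enzyme wells for full effect; values of inactives mirror those of a sister screen read the other way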
HKDC1 inhibitor: blocks human hexokinase HKDC1 activity. Q2TB90. recombinant HKDC1, G6PDH/diaphorase resazurin coupled fluorescence. inhibition, % at 20 µM. hit rate 0.16% among 340,000. AID 493160;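 active means inhibition above about 35% when tested at 20 µM, limit read from the data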;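 further: plate controls were DMSO wells with enzyme for no effect and DMSO wells lacking enzyme for full effect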
Target sequence (Q2TB90 whole entry, looked up): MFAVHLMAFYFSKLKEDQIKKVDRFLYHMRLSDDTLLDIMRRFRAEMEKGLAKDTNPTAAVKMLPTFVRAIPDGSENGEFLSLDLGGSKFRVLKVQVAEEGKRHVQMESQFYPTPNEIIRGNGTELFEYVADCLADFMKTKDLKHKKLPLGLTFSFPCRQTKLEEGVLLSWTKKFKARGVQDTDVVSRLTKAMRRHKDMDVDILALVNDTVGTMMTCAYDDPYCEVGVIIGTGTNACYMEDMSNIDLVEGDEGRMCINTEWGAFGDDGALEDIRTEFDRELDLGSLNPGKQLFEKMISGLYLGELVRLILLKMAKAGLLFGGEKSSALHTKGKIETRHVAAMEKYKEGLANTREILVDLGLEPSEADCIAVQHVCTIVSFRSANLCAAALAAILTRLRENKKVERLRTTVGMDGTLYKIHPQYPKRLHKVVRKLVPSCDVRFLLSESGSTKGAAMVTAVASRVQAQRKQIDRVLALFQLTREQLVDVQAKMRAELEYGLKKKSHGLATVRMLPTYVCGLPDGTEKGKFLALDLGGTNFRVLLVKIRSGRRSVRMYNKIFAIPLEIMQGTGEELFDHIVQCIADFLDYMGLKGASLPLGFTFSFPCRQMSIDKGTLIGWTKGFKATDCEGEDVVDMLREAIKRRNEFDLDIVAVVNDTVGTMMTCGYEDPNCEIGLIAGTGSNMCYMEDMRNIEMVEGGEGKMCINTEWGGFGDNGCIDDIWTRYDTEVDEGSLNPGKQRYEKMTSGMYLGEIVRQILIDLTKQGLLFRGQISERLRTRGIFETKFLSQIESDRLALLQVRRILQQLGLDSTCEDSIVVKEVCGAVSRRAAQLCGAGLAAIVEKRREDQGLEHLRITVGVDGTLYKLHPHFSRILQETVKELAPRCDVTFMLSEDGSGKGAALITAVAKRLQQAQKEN
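Test system: Recombinant HKDC1 (HK5) hexokinase enzyme, produced in-house | Input: HKDC1 at 5 µg/mL | Buffer or medium: Tris pH 8.0 buffer with MgCl2, Tween-20, BSA, BME | Schedule: 90 min reaction incubation at room temperature, dark | Technique: Resazurin-to-resorufin fluorescence via G6PDH and diaphorase coupling, 525/613 nm | Controls: DMSO wells with and without enzyme mix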
ATG4B inhibitor: blocks human ATG4B protease cleavage of LC3 substrate | AID 504462 | inhibition, % at 8.33 µM | Q9Y4P1 | hit rate 0.51% among 340,000 | ATG4B cleavage of LC3-PLA2, NBD-HPC fluorescence, 1 h; in the data active means inhibition above about 40%
hIAP activ: increases human intestinal alkaline phosphatase activity | P09923 | purified human IAP, CDP-Star luminescence, 30 min; hits give high values; 1 = vehicle-only enzyme, 0 = enzyme-free background | activation factor at 10 µM | hit rate 0.16% among 330,000;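 active means activation factor of the enzyme at least 2-fold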; further: the source names both 10 and 20 µM as test concentration; values of inactives mirror those of a sister screen read the other way
Active calls of the source: *; / = not tested or not shown.

Each structure is followed by: APOBEC3A inh	PfG6PD inh	hIAP inh	mIAP activ	mIAP block	HKDC1 inhibitor	ATG4B inhibitor	hIAP activ
- CCCNS(=O)(=O)c1ccc(CCC(=O)N2CCN(CC)CC2)cc1
→ -2	-7	-10	0.93	7	0	-1	1.1
- O=C(CCn1cnc2ccccc2c1=O)Nc1cccc(Cl)c1Cl
→ -3	6	-7	1.1	-13	-12	-6	1.1
- O=C(Cn1c(N2CCN(C/C=C/c3ccccc3)CC2)nc2ccccc21)c1ccccc1
→ -5	/	9	0.93	7	/	/	0.91
- CC(=O)N1N=C(c2ccccc2)OC1c1ccc([N+](=O)[O-])s1 (stereo not given)
→ 3	46	5	0.9	10	-5	2	0.95
- O=C(O)CC1(CC(=O)Nc2ccc(Cl)cc2C(=O)c2ccccc2)CCCC1
→ -11	5	2	0.95	5	-3	-7	0.98
- CCCCOc1ccc(N2C(=O)CC(NCCc3ccc(S(N)(=O)=O)cc3)C2=O)cc1 (stereo not given)
→ 1	7	1	1.1	-7	-1	4	0.99
- CCOCCCn1c(=S)[nH]c2cc(C(=O)NC3CCCC(C)C3C)ccc2c1=O (stereo not given)
→ -5	-7	-31	0.91	10	-4	-2	1.3
- COc1ccc(NC(=O)C(C)N2c3cccc4cccc(c34)S2(=O)=O)c(OC)c1 (stereo not given)
→ -4	11	12	0.9	10	-2	-7	0.88
- CN(C)S(=O)(=O)c1cccc(C(=O)NCC2CCCCC2)c1
→ 0	-17	-2	1	-1	1	7	1
- CCOc1ccccc1NC(=O)C(OC(=O)c1cc(C)oc1C)c1ccccc1 (stereo not given)
→ 0	0	0	0.99	0	-3	9	1
- CCC(C)(C)C1CCc2[nH]nc(C(=O)NCc3ccc(Cl)cc3)c2C1 (stereo not given)
→ 2	12	-44	1.2	-23	-6	-7	1.4
- COC(=O)[C@@H](Cc1ccccc1)NC(=O)Cn1cnc2c(SC)nc(N)nc21
→ -3	10	2	0.96	4	-1	/	0.98
- CC1(c2ccccc2)CC2CC(c3ccccc3)N1O2 (stereo not given)
→ 0	-5	13	0.97	2	-11	3	0.87
- C=CCOc1c(Cl)cc(C(=S)N2CCCC2)cc1OCC
→ -4	-9	-6	1	-3	1	-4	1.1
- CCCOc1ccc(N2C(=O)CC(SCCN)C2=O)cc1 (stereo not given)
→ 5	-7	8	0.99	1	-3	-6	0.92
- Cc1nnc(SCc2cccc([N+](=O)[O-])c2)o1
→ 2	-6	-3	1	-1	2	0	1
- Cn1c(Cc2ccccc2)nnc1SCC(=O)Nc1ccc2c(c1)OCO2
→ 0	7	-8	0.97	3	-1	-7	1.1
- O=C(O)COn1c(-c2ccccc2)nc2ccc([N+](=O)[O-])cc21
→ 29	57	0	0.98	2	7	-1	1
- COc1cccc(NC(=O)NCC2CCN(Cc3ccc(F)cc3)CC2)c1
→ -1	-9	-36	2	-96	-6	-7	1.4
- O=C(COc1ccccc1)Nc1cccc(-c2cn3cccnc3n2)c1
→ -1	1	-20	1.1	-8	3	4	1.2

An excerpt from above in order of formula weight, low to high:
Each structure is followed by: APOBEC3A inh	PfG6PD inh	hIAP inh	mIAP activ	mIAP block	HKDC1 inhibitor	ATG4B inhibitor	hIAP activ
- CC1(c2ccccc2)CC2CC(c3ccccc3)N1O2 (stereo not given)
→ 0	-5	13	0.97	2	-11	3	0.87
- CN(C)S(=O)(=O)c1cccc(C(=O)NCC2CCCCC2)c1
→ 0	-17	-2	1	-1	1	7	1
- O=C(COc1ccccc1)Nc1cccc(-c2cn3cccnc3n2)c1
→ -1	1	-20	1.1	-8	3	4	1.2
- O=C(CCn1cnc2ccccc2c1=O)Nc1cccc(Cl)c1Cl
→ -3	6	-7	1.1	-13	-12	-6	1.1
- CCCNS(=O)(=O)c1ccc(CCC(=O)N2CCN(CC)CC2)cc1
→ -2	-7	-10	0.93	7	0	-1	1.1
- COc1cccc(NC(=O)NCC2CCN(Cc3ccc(F)cc3)CC2)c1
→ -1	-9	-36	2	-96	-6	-7	1.4
- Cn1c(Cc2ccccc2)nnc1SCC(=O)Nc1ccc2c(c1)OCO2
→ 0	7	-8	0.97	3	-1	-7	1.1
- O=C(O)CC1(CC(=O)Nc2ccc(Cl)cc2C(=O)c2ccccc2)CCCC1
→ -11	5	2	0.95	5	-3	-7	0.98
- COc1ccc(NC(=O)C(C)N2c3cccc4cccc(c34)S2(=O)=O)c(OC)c1 (stereo not given)
→ -4	11	12	0.9	10	-2	-7	0.88
- CCOCCCn1c(=S)[nH]c2cc(C(=O)NC3CCCC(C)C3C)ccc2c1=O (stereo not given)
→ -5	-7	-31	0.91	10	-4	-2	1.3
- O=C(Cn1c(N2CCN(C/C=C/c3ccccc3)CC2)nc2ccccc21)c1ccccc1
→ -5	/	9	0.93	7	/	/	0.91

More entries follow.
Each structure is followed by: APOBEC3A inh	PfG6PD inh	hIAP inh	mIAP activ	mIAP block	HKDC1 inhibitor	ATG4B inhibitor	hIAP activ
- COC(=O)Cc1csc(Nc2ccccc2Cl)n1
→ 1	8	-2	0.96	4	-10	-9	1
- C/C(=N\NC(=O)c1nnn(-c2nonc2N)c1-c1ccc2c(c1)OCO2)c1cccs1
→ -1	2	2	1	-4	-4	-7	0.98
- Cc1cccc(C)c1NC(=O)CSc1nnc(NC(=O)c2ccccc2C(=O)O)s1
→ 64*	-28	2	0.97	2	-5	24	0.98
- O=C(Cc1ccc(Cl)cc1)NNC(=O)C(=O)NC1CCCCC1
→ -6	-11	-58	0.79	21	-5	1	1.6
- O=C(COc1ccc2c(-c3ccccc3)cc(=O)oc2c1)Nc1ccc(CCO)cc1
→ -2	8	-32	1.1	-6	12	-10	1.3
- Cc1ccc(S(=O)(=O)N2CCC(=O)N(C(COCc3cccc(Cl)c3)Cc3ccccc3)CC2)cc1 (stereo not given)
→ -2	3	-1	0.98	2	2	-2	1
- Cc1ccc(S(=O)(=O)N2CCN(C(=O)COC(=O)COc3cccc4c3OC(C)(C)C4)CC2)cc1
→ 15	-7	10	1	-3	2	-16	0.9
- CCOC(=O)N1CCN(C(=O)c2ccc(NC(=O)c3ccc(C)cc3)cc2)CC1
→ -2	-4	6	1	-1	-5	-1	0.94
- O=C(NN1CCOCC1)c1cc(S(=O)(=O)Nc2cccc(C(F)(F)F)c2)ccc1Cl
→ -2	7	-13	0.95	5	-7	-5	1.1
- CS(=O)(=O)Nc1nc2n(n1)C(c1ccccc1)C=C(c1ccc(Br)cc1)N2 (stereo not given)
→ -2	-19	13	1	-1	3	-6	0.87
- Cc1cc2nc(CSc3ccccc3)cc(=O)n2[nH]1
→ -5	28	-6	1	-3	-8	1	1.1
- COc1ccccc1C(=O)Nc1ccc(NC(=O)c2ccco2)c(C)c1
→ -2	0	1	0.96	4	-1	8	0.99
- O=C(N/N=C/c1ccc(F)cc1)c1ccc(-n2cnnn2)cc1
→ 2	5	-10	1.1	-6	-1	-8	1.1
- O=C(CN1C(=O)C2CC=CCC2C1=O)NCc1cccs1 (stereo not given)
→ -1	-1	-7	0.96	4	-17	3	1.1
- CCOC(=O)COc1cc2oc(=O)cc(C)c2cc1[N+](=O)[O-]
→ 1	-9	-2	0.91	9	-8	-8	1
- Cc1ccc(S(=O)(=O)Nc2cccc3c2O[C@H](CN(C)C(=O)Nc2cccc4ccccc24)[C@H](C)CN([C@H](C)CO)C3=O)cc1
→ 3	1	0	0.93	8	4	-24	1
- O=C(Oc1ccc[nH]c1=O)c1cccc(Cl)c1
→ -6	21	4	0.93	7	-1	-2	0.96
- O=C(c1ccco1)N1CCn2c1nc1ccccc12
→ -4	1	10	1	0	-2	-4	0.9
- Cc1ccccc1NC(=O)c1ccc(-n2cncn2)nc1
→ 3	8	14	0.98	2	-8	4	0.86
- COc1ccc(-c2noc(CNS(=O)(=O)c3ccc(NC(C)=O)cc3)n2)cc1OC
→ -2	-7	-2	1.1	-5	-8	-3	1
- c1ccc(OCCCn2nnc(-c3ccncc3)n2)cc1
→ -3	-30	5	0.92	8	1	-9	0.95
- Cc1ccc(S(=O)(=O)NC2CC(C)(C)NC(C)(C)C2)c(C)c1C
→ -8	-8	6	0.95	5	-7	-2	0.94
- CCC(CC)NC(=O)COC(=O)c1cccc(C)c1O
→ -3	0	-8	0.92	8	2	-9	1.1
- O=C(Cc1ccccc1)Nn1c(-c2ccccc2F)nc2ccccc2c1=O
→ 0	-12	1	0.99	1	-10	3	0.99
- S=c1[nH]nc(C2COc3ccccc3O2)o1 (stereo not given)
→ 0	9	-1	0.92	8	0	8	1
- O=[N+]([O-])c1ccccc1/C=N\N1CCN(c2ccccc2)CC1
→ 0	6	-2	0.93	7	11	-3	1
- COc1ccc(C)cc1NC(=O)C1CCN(S(C)(=O)=O)CC1
→ -8	-11	6	0.98	2	-4	12	0.94
- Cc1sc(NC(=O)C2CC=CCC2C(=O)O)c(C(=O)OC(C)C)c1C (stereo not given)
→ 3	-46	2	0.99	1	4	1	0.98
- COc1ccc(Cn2c(C3CC3)nc3ccc(NC(=O)c4ccco4)cc3c2=O)cc1
→ 3	6	12	0.92	8	12	-4	0.88
- COc1ccc(Br)cc1-c1nc(CCl)cs1
→ -5	7	2	0.95	5	-4	-4	0.98
- O=C(COc1ccc(C(F)(F)F)cc1[N+](=O)[O-])Nc1cccc(C(F)(F)F)c1
→ 2	-17	-2	1	-4	19	3	1
- CN(Cc1ccccc1)S(=O)(=O)c1ccc(C(=O)Nc2nnc(C3CC3)o2)cc1
→ -2	-38	-12	0.88	12	-7	-8	1.1
- CC1(C(=O)NNC(=O)C2CCCCC2)CC1(Cl)Cl (stereo not given)
→ -4	0	6	0.96	4	-8	-6	0.94
- COc1ccc(NS(=O)(=O)c2cc(NC(=O)c3ccc(S(=O)(=O)N(C)C)cc3)ccc2N2CCOCC2)cc1
→ 3	14	-21	0.9	10	1	-10	1.2
- Cc1ccc(OCC(=O)NCCCNC(=O)c2ccccn2)cc1C
→ -2	12	0	1	-2	2	9	1
- O=C(COc1ccccc1[N+](=O)[O-])Nc1ccc(NC(=O)c2cc3ccccc3o2)cc1
→ 8	-5	11	0.74	26	1	-2	0.89
- COCCNC(=S)Nc1ccc(N2CCCCC2)cc1
→ 0	64*	-9	0.93	7	-18	4	1.1
- O=C(Cc1ccccc1)NCCCN1CCN(CCCNC(=O)Cc2ccccc2)CC1
→ 1	-2	18	1	-4	-11	-4	0.82
- Cc1ccccc1NCN1C(=O)C2C3C=CC(C3)C2C1=O (stereo not given)
→ -1	-7	8	0.99	1	2	-11	0.92
- CC1(C)Cc2c(ccc3ccccc23)C(c2cc3ccccc3oc2=O)=N1
→ -3	-2	-6	0.96	4	0	-1	1.1
- CCOC(=O)c1sc(=S)n(-c2ccccc2Cl)c1C
→ -1	-12	0	1	-1	-2	8	1
- COc1cccc(CNC(=O)CSCc2cnn(-c3ccccc3)c2-n2cccc2)c1
→ -4	-4	8	1.1	-8	6	37	0.92
- Cc1noc(C)c1S(=O)(=O)N1CCN(C(c2ccccc2)c2ccc(Cl)cc2)CC1 (stereo not given)
→ 1	3	8	1	-4	2	7	0.92
- CN1CCN(CC(=O)N2N=C(c3cccs3)CC2c2ccco2)CC1 (stereo not given)
→ 1	4	18	0.99	0	-11	9	0.82
